M. tuberculosis HTS: M. tuberculosis growth inhibition, HTS (AID 449762); actives 0.59% (n = 330,000); inhibition, % at 25 µM; hits with a dose series show IC50 in µM; M. tuberculosis H37Rv growth inhibition, 7H9 media; higher % means a stronger effect; in the data active means a potency from the dose series; inconclusive means inhibition above about 70% without an active follow-up result;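 further: bacterial growth assessed after seven days of incubation; strong numbers were not always called active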
Salmonella PhoP GFP: PhoP regulon inhibitors, Salmonella typhi PhoP promoter GFP reporter, confirmatory (AID 1850); Salmonella Typhi PhoP-promoter GFP reporter, fluorescence, 4 h; higher % means a stronger effect; inhibition, % at 50 µM, or IC50 in µM where a hit was titrated; actives 0.33% (n = 310,000); in the data active means a potency from the dose series; inconclusive means inhibition mostly from about 25% at the one dose, without a potency; inactive means the rest, 99 in 100 with inhibition below about 19%;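 further: 0% = induced wells with vehicle and 100% = uninduced wells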
tuberculosis growth: growth inhibition of non-replicating M. tuberculosis (AID 488890); Mycobacterium tuberculosis non-replicating, growth inhibition; higher % means a stronger effect; one-dose inhibition, % at 25 µM; IC50 in µM for titrated hits; actives 0.39% (n = 320,000); in the data active means a potency from the dose series; inconclusive means inhibition mostly from about 82% at the one dose, without a potency; inactive means the rest, 99 in 100 with inhibition below about 76%;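 further: plate controls were DMSO cells for no effect and high antibiotic wells for full effect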
inhibitors of VEEV: inhibitors of VEEV TC-83 cytopathic effect, confirmation, Vero cells (AID 588727) | Vero cells, VEEV TC-83 cytopathic effect inhibition; higher % means a stronger effect | one-dose inhibition, % at 20 µM; IC50 in µM for titrated hits | actives 0.13% (n = 350,000); in the data active means a potency from the dose series; inconclusive means inhibition mostly from about 14% at the one dose, without a potency; inactive means the rest, 99 in 100 with inhibition below about 12%; further: strong numbers were not always called active
influenza NS1A: H1N1 influenza NS1A inhibitors, functional cell based assay (AID 504329). NS1A functional cell-based assay, percent inhibition; higher % means a stronger effect. one-dose inhibition, % at 12.5 µM; IC50 in µM for titrated hits. actives 0.3% (n = 340,000); in the data active means a potency from the dose series; inconclusive means inhibition above about 27% without an active follow-up result; further: strong numbers were not always called active
inhibitors of VEEV 10K pilot screen: second read-out of inhibitors of VEEV, no call of its own (marks repeat the call); inhibition, %; measured here: 10K pilot screen inhibition
An asterisk follows results filed as active; i = inactive; ? = inconclusive; . = no result given. Random draw from the library; overall some 1.6% were active at least once.

SMILES | M. tuberculosis HTS | Salmonella PhoP GFP | tuberculosis growth | inhibitors of VEEV | influenza NS1A | others
COc1ccc(-c2nn(-c3ccccc3)cc2C(=O)Nc2cccc(S(=O)(=O)NC3=NCCC3)c2)cc1 | -1.1% | . | 6.3% | 7.5% | -4.2%
COc1ccccc1NC(=O)CSc1nc2c(oc3ccccc32)c(=O)n1C | 18.9% | 11.9% | 13.4% | 10.2% | -3.6%
CC1CN(c2sc(S(C)(=O)=O)nc2S(=O)(=O)c2ccc(Cl)cc2)CC(C)O1 (stereo unspecified) | -1.6% | -12.8% | 3.5% | 0.0% | -8.7%
Cc1ccccc1N1CC(=O)N(c2ccccc2C)CC1=O | -15.8% | 7.4% | 32.1% | i | -0.2%
Cc1ccc(S(=O)(=O)N(C)c2ccc(OCC(=O)N3CCCCC3)cc2)cc1 | -9.6% | -14.6% | -4.8% | 0.4% | -7.8%
COc1ccc(C(=O)/C=C/Nc2ccc(S(=O)(=O)Nc3onc(C)c3C)cc2)cc1 | -5.0% | 8.4% | 78.2% | 1.6% | -0.2%
c1ccc(-c2noc(-c3ccc4ccccc4c3)n2)nc1 | 9.6% | -21.0% | 6.4% | 0.4% | -9.6%
O=c1c2ccccc2nc(Cc2ccccc2)n1-c1ccccc1O | -5.4% | 0.2% | 22.7% | 2.0% | -3.9%
COc1ccc(Cl)cc1C(=O)NNC(=O)c1cccs1 | -3.3% | . | 9.6% | 2.1% | -10.5%
CCN(C(=O)COc1ccc(C)cc1OC)c1cccc2ccccc12 | -1.0% | . | 31.1% | i | 0.1%
CC(=O)Nc1cccc(OCC(O)Cn2c(C)nc3ccccc32)c1 (stereo unspecified) | -4.7% | -0.7% | 25.3% | 0.1% | -21.5%
CN1CCN(c2ccc(NC(=O)COc3cccc4ccccc34)cc2)CC1 | -6.4% | 10.0% | . | ? | 11.2%
S=c1[nH]nc(C2CCCCC2)n1/N=C/c1ccco1 | -5.3% | -9.8% | 5.7% | 1.7% | -0.6%
CC1CCN(C(=O)COc2cccc3c2CCN(C)C3=O)CC1 | -3.1% | -3.3% | 4.3% | 0.4% | -7.2%
C/C(=N\N1CCCCCC1)c1c(O)n(-c2ccc(Cl)cc2)c(=O)[nH]c1=O | 27.0% | 3.6% | 5.2% | 1.9% | -11.7%

Sorted by molar mass (descending): 3 of the compounds above
SMILES | M. tuberculosis HTS | Salmonella PhoP GFP | tuberculosis growth | inhibitors of VEEV | influenza NS1A | others
CCN(C(=O)COc1ccc(C)cc1OC)c1cccc2ccccc12 | -1.0% | . | 31.1% | i | 0.1%
O=c1c2ccccc2nc(Cc2ccccc2)n1-c1ccccc1O | -5.4% | 0.2% | 22.7% | 2.0% | -3.9%
c1ccc(-c2noc(-c3ccc4ccccc4c3)n2)nc1 | 9.6% | -21.0% | 6.4% | 0.4% | -9.6%

Grouped by structure, those above containing an NH in an aromatic ring
SMILES | M. tuberculosis HTS | Salmonella PhoP GFP | tuberculosis growth | inhibitors of VEEV | influenza NS1A | others
S=c1[nH]nc(C2CCCCC2)n1/N=C/c1ccco1 | -5.3% | -9.8% | 5.7% | 1.7% | -0.6%
C/C(=N\N1CCCCCC1)c1c(O)n(-c2ccc(Cl)cc2)c(=O)[nH]c1=O | 27.0% | 3.6% | 5.2% | 1.9% | -11.7%

Other entries
SMILES | M. tuberculosis HTS | Salmonella PhoP GFP | tuberculosis growth | inhibitors of VEEV | influenza NS1A | others
Cc1nn(CC(=O)N(C)Cc2ccc(F)cc2)c(C)c1[N+](=O)[O-] | -17.7% | -5.9% | 10.0% | 1.0% | -2.4%
CCOc1ccc(N(C(=O)/C=C/C(=O)Nc2cc(C)on2)C(C(=O)NC2CCCC2)c2ccccc2C)cc1 (stereo unspecified) | 65.9µM* | -2.9% | 68.6% | ? | -4.5%
C/C(=N/NC(=O)c1ccccc1O)c1ccc(N2C(=O)C3CCCCC3C2=O)cc1 (stereo unspecified) | -10.5% | -1.4% | 21.5% | 2.4% | 1.1%
Cc1nn(CC(=O)N2CCN(c3ccccc3)CC2)c(=O)c2cccn12 | -5.8% | -0.2% | -12.8% | 3.1% | 20.0%
COc1ccc(C(=O)N2CCCC(CCC(=O)NCc3ccc(F)c(F)c3)C2)o1 (stereo unspecified) | -3.1% | -2.2% | -10.5% | i | -8.5%
O=C1CCN(Cc2ccccc2)CCN1[C@H](CO)Cc1ccccc1 | 3.3% | -3.6% | -2.4% | 1.5% | 11.1%
CC(C)n1c(CSCc2ccc(Cl)cc2Cl)n[nH]c1=S | -0.1% | -6.9% | -4.3% | i | 5.3%
CC1=C(c2ccc(F)cc2)[N+](=O)C(C)(C)N1[O-] | -6.1% | 4.0% | -12.1% | i | -4.0%
O=Cc1cccn1-c1ccc2ccccc2c1 | 6.5% | 8.5% | 17.5% | 0.0% | -1.7%
O=C(OCC(=O)N1CCc2ccccc21)C1CCCN1S(=O)(=O)c1ccc(Cl)cc1 (stereo unspecified) | -2.7% | . | 7.1% | 1.1% | -8.8%
O=C(CC12CC3CC(CC(C3)C1)C2)NCC(=O)OCc1cc(=O)oc2ccc3ccccc3c12 | 42.4% | -4.7% | ? | 1.9% | -6.2%
COc1ccccc1C(C#N)c1cccc(Cl)n1 (stereo unspecified) | 9.3% | 0.4% | 8.3% | i | -0.6%
Cc1ccccc1-n1c(C)nnc1SCc1nc2ccccc2s1 | -1.2% | -11.5% | 18.3% | 0.2% | -1.4%
CC(=O)n1cc(CO)c2ccccc21 | -8.4% | -3.7% | -4.8% | 0.2% | -4.6%
CC(C)c1ccccc1OCCCN1CCCC1 | 6.3% | -2.4% | 10.5% | 0.6% | -3.8%
COc1cccc(-c2ccc3nnc(SCC(=O)N4CCCC4)n3n2)c1 | 1.5% | 1.1% | -5.4% | 8.0% | -7.6%
COc1cc(OC)cc(-c2cn[nH]c2N)c1 | 4.9% | 2.9% | -2.6% | i | 3.4%
CCCN1C(=O)c2cc(C(=O)O)ccc2C1O (stereo unspecified) | -0.1% | -0.2% | -24.9% | 1.1% | 1.8%
O=C(NCc1ccccn1)c1cccc(S(=O)(=O)N2CCCCC2)c1 | 0.7% | . | . | 3.2% | -3.8%
CCS(=O)(=O)Nc1cccc(C2=NN(S(=O)(=O)c3ccc(F)cc3)C(c3cccs3)C2)c1 (stereo unspecified) | -5.2% | -6.8% | 3.9% | 9.5% | 3.4%
CC(CN1CCCCC1)OC(=O)C1c2ccccc2Oc2ccccc21 (stereo unspecified) | -0.6% | 5.5% | 8.9% | 1.7% | -6.3%
O=S(=O)(c1ccccc1)c1nc(-c2ccco2)oc1NCc1ccco1 | -3.0% | 7.2% | 1.0% | 7.0% | 0.1%
C[n+]1cc[nH]c1SCC(=O)c1ccc(Cl)cc1 | -7.1% | 0.5% | -6.4% | i | 1.2%
COCCN(CCOC)C(=O)COC(=O)c1ccc(Cl)c(S(=O)(=O)N(C)c2ccccc2)c1 | 1.6% | -0.5% | -1.7% | 1.8% | 2.5%
Cc1cc(C)cc(OCC(=O)Nc2cccc(-c3nc4ncccc4o3)c2)c1 | -2.4% | -4.0% | . | 11.3% | 5.8%
COc1ccc(NC(=O)c2cc(S(=O)(=O)N3CCCCC3)ccc2C)cc1S(=O)(=O)N1CCOCC1 | . | . | . | i | -16.8%
O=[N+]([O-])c1ccc(/C=C/c2ccc3cccc(O)c3n2)cc1 | 46.4% | -5.6% | ? | 0.9% | -0.6%
Cc1cc(=O)[nH]c(SCC(=O)NCCc2ccccc2)n1 | -11.2% | -7.9% | -9.4% | 2.9% | 7.2%
Cc1ccccc1OCC(=O)NN1Cc2ccccc2C1=N | -17.5% | 15.0% | -11.9% | 4.4% | 6.0% | inhibitors of VEEV 10K pilot screen=0.6
Cc1csc(NC(=O)c2ccc(C)o2)n1 | -11.8% | 8.5% | 18.8% | 0.3% | 0.1%
COc1ccc(C(=O)N[C@H](C(=O)NCc2ccccc2)C(C)C)cc1 | -7.7% | 1.4% | 1.3% | 0.6% | 9.6%
CC(=O)N1CCN(c2ccc(NC(=O)C(C)Oc3ccc(Cl)cc3Cl)cc2)CC1 (stereo unspecified) | 70.2% | -1.6% | 19.3% | 1.2% | 4.2%
CCOC(=O)Cc1csc(NC(=O)c2cccs2)n1 | -12.3% | -2.3% | 36.3% | 2.9% | -2.0%
CN(C)CC1CCC/C(=C\c2ccc(OC(=O)c3ccc(Cl)cc3)cc2)C1=O (stereo unspecified) | . | . | . | 8.2% | -16.8%
CC(C)n1nccc1NC(=O)Nc1ccccc1 | 15.4% | 11.2% | -7.8% | 0.5% | 3.9%
O=C(COC(=O)c1cccnc1Cl)Nc1ncc(Cl)cc1Cl | 4.7% | -16.8% | -14.6% | 0.1% | 0.5%
CCn1cc(C(=O)NCCCOC)c(=O)c2cc(S(=O)(=O)N(C)C)ccc21 | -5.0% | -4.0% | -22.8% | 0.2% | 1.6%
COc1ccc(S(=O)(=O)Nc2ccccn2)cc1C | -3.3% | 4.7% | -10.8% | i | 7.1%
O=C(N/N=C/c1ccc(Cl)cc1)C1CC12CCC2 (stereo unspecified) | -1.1% | -2.9% | 40.7% | 0.6% | -6.4%
CCCn1c(SCC(=O)N2CCCc3ccccc32)nnc1-c1ccco1 | -5.7% | 3.2% | 11.9% | 3.8% | -2.2%
O=C(Nc1ccc2c(c1)C(=O)NC2=O)c1ccccc1 | 4.1% | -8.6% | . | 0.2% | -3.8%
C=Cc1ncc(OC)c2c1[nH]c1ccccc12 | 33.6% | 14.0% | -32.0% | 9.6% | 3.2%
Cc1ccc(C(=O)NCCn2cc(SCC(=O)Nc3cc(C)on3)c3ccccc32)cc1 | -2.1% | 2.0% | -11.4% | 8.8% | -2.5% | inhibitors of VEEV 10K pilot screen=1.5
NS(=O)(=O)c1cccc(NC(=O)CCSc2ccccc2Cl)c1 | -0.9% | -4.1% | -3.8% | 1.6% | -5.7%
CN(CC(=O)Nc1cccc(F)c1)C(=O)CCCNC(=O)c1ccc(Cl)cc1 | -2.1% | 1.3% | 11.5% | 0.4% | -0.9%
COc1ccc(C)cc1S(=O)(=O)N1CCCC(C(=O)N2CCOCC2)C1 (stereo unspecified) | -7.2% | -11.5% | -4.0% | 5.6% | -8.5%
COc1cccc(CN(C(=O)/C=C/c2ccco2)C2CCS(=O)(=O)C2)c1 (stereo unspecified) | -3.0% | 3.8% | 6.0% | 0.3% | 5.7%
Cc1ccccc1/C=C/C(=O)N1CCOCC1 | -1.4% | -10.6% | 6.3% | 1.8% | -4.5%
NS(=O)(=O)c1cccc(NC(=O)CCS(=O)(=O)c2ccc(Cl)cc2)c1 | -6.7% | 5.8% | 5.1% | 0.8% | 0.6%
CCCCc1ccc(-c2csc(/C(C#N)=C\c3ccc(C)o3)n2)cc1 | 7.2% | -2.4% | 20.1% | 1.1% | 2.4%
O=CN1CCCN(Cc2nc(-c3cccc(Cl)c3)no2)CC1 | 6.0% | 0.3% | -7.6% | 0.2% | 6.5%
O=C(NCc1cccnc1)C1CCCN(S(=O)(=O)c2ccc(Cl)cc2)C1 (stereo unspecified) | -6.3% | -14.8% | -1.7% | 0.7% | 7.0%
CN(CC(=O)Nc1ccc(F)cc1)C(=O)c1cc([N+](=O)[O-])ccc1N1CCOCC1 | -4.2% | -1.5% | 1.9% | 1.0% | 3.2%
CC(C)OP(=O)(OC(C)C)C(Nc1ccccc1)c1ccccc1C(F)(F)F (stereo unspecified) | 5.0% | 7.3% | -2.4% | 1.0% | -2.5%
O=C(CSc1nnnn1C1CCCC1)Nc1ccccc1F | 11.8% | 2.5% | 51.0% | i | -11.3%
Cc1ccc(-n2nnnc2SCC(=O)NCC2(N3CCOCC3)CCCCC2)cc1 | . | . | . | 5.0% | -14.9%
COc1ccc(OC)c(NC(=S)N(CCc2c(C)[nH]c3ccccc23)Cc2cccs2)c1 | -9.4% | -9.3% | . | 7.2% | 12.3%
CCCCOC(=O)C(C#N)c1nc2ccccc2nc1N1CCN(Cc2ccc3c(c2)OCO3)CC1 (stereo unspecified) | ? | 2.6% | 39.8% | i | -12.4%
COc1ccccc1-c1sc2cc3c(cc2c1C#Cc1cncn1C)OCO3 | ? | . | ? | 5.1% | -0.2%

Nothing new here: entries from further up.
SMILES | M. tuberculosis HTS | Salmonella PhoP GFP | tuberculosis growth | inhibitors of VEEV | influenza NS1A | others
Cc1ccc(-n2nnnc2SCC(=O)NCC2(N3CCOCC3)CCCCC2)cc1 | . | . | . | 5.0% | -14.9%
COc1ccc(OC)c(NC(=S)N(CCc2c(C)[nH]c3ccccc23)Cc2cccs2)c1 | -9.4% | -9.3% | . | 7.2% | 12.3%

Assay outcomes as filed in PubChem.
